# Screening results from PubChem BioAssay.
# Shn3 inh set2: reduction of Shn3 3'UTR firefly luciferase signal, primary screen, Schnurri-3 inhibitor project, cell-based, Clone20 osteoblasts, set 2; Clone20 osteoblast Shn3 3'UTR firefly luciferase, 24 h; inhibition, % at 12.5 µM; 0.52% of 360,000 active; AID 588674, 2011;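 active = mean inhibition of at least 75% with every replicate also reaching 75%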;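 also: 0% = median of neutral control wells and 100% = pilot-screen positive control compound; some compounds past the cut are filed as inactive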
# HIF-2a block: HIF-2a reporter inhibitors, primary screen, luminescence, 786-0 RCC cells; 0.72% of 360,000 active; 786-0 RCC cells HIF-2a reporter, luciferase luminescence, overnight; inhibition, % at 18.8 µM; AID 624352, 2012;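 active = inhibition of the luminescence signal of 40% or more relative to plate controls, in a single-dose primary screen at 18.75 µM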
# NR2E3 ag-1: NR2E3 agonists in two-hybrid cells, primary screen, cell-based, luminescence, CHO-S, Gal4-NCOR/VP16-NR2E3; Photoreceptor-specific nuclear receptor (Homo sapiens), Q9Y5X4; luciferase; inhibition of corepressor binding, % at 3.98 µM; 0.35% of 360,000 active; AID 602229, 2012;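 active = inhibition above the mean of all tested compounds plus 3 SD, cut at about 70% in these data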;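 also: 0% = DMSO with NR2E3 transfected cells and 100% = cells lacking NR2E3 construct; higher means lower luciferase signal from less NR2E3 corepressor binding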
# Target sequence (Q9Y5X4 whole entry, looked up, the tested form may be a part): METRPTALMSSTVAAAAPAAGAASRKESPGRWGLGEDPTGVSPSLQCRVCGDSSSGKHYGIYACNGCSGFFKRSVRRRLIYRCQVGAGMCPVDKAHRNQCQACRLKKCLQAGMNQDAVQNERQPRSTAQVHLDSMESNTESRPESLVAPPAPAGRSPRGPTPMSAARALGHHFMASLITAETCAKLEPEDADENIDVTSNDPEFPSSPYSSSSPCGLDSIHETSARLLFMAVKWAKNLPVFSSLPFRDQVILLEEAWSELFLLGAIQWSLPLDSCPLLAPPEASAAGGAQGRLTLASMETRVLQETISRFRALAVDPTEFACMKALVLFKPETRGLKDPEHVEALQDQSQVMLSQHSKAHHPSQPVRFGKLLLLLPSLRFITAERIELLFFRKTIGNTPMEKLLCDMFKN
# Vif inh: HIV Vif self-association inhibitors, primary screen, imaging, HEK293T, single point | HEK293T cells, Vif self-association by quenched fluorescence, 24 h | inhibition, % at 7.49 µM | 0.35% of 340,000 active; in the data active = inhibition above about 50%, passing the limit was not always enough; also: some results filed as inactive read as strong as hits
# NR2E3 ag-2: inhibitors of NR2E3-RetCOR corepressor binding, primary screen, NR2E3 agonist project, biochemical, TR-FRET, GST-NR2E3, biotin-RetCOR. Photoreceptor-specific nuclear receptor (Homo sapiens), Q9Y5X4. 1536-well. inhibition of corepressor binding, % at 4.78 µM. 0.12% of 320,000 active. AID 2300, 2010;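 active = percent inhibition above the cutoff of mean plus 3 SD of all tested compounds, set per screening campaign, cut at about 20% in these data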;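 also: 0% = DMSO wells and 100% = biotin wells as full block of FRET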
#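 Test system – NR2E3–RetCOR corepressor complex · Quantity – NR2E3 fusion 1.35 nM · Buffer or medium – Tris pH 7.5 · Incubation – Compound–protein incubation for 5 h at 4 °C · Technique – TR-FRET, Eu(K)-anti-GST donor, streptavidin-D2 acceptor, ex 340, em 617/671 nm · Evaluation – percent inhibition of 671/617 nm emission ratio versus biotin and DMSO controls · Plate – 1536-well format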
# PDI turbidity: inhibitors of human PDI, primary screen, biochemical, turbidity, single point, plate reader | PDI insulin aggregation turbidity, A650, 90 min | inhibition, % at 10 µM | 0.052% of 350,000 active;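 active = mean inhibition across replicates of 30% or more, whatever share of single replicates reach that level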;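 also: absorbance from insulin aggregation driven by PDI reduction with DTT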
# Target sequence (P07237 whole entry, looked up): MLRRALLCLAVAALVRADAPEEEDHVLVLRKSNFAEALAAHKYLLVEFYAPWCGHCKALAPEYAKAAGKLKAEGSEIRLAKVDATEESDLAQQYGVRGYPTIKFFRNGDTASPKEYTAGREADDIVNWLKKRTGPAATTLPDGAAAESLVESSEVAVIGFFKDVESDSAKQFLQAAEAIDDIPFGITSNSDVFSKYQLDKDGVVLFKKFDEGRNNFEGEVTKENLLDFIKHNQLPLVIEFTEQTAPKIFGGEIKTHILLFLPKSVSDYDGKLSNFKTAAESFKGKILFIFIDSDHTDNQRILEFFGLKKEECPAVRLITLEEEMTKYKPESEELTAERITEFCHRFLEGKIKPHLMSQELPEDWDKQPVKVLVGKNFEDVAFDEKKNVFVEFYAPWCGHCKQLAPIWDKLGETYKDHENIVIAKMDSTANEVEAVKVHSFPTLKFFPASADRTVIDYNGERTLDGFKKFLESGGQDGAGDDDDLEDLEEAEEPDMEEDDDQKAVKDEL
# Peg3 promoter: Peg3 promoter-driven luciferase inhibitors, primary screen, cell-based, HeLa, luciferase luminescence. HeLa PEG-Prom luciferase reporter, overnight. inhibition, % at 20 µM. 1.7% of 360,000 active;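 active = inhibition of at least 50% at 20 µM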
# CaV13 FRET inh: Disruptors of the CACNA1D IQ motif to Ca2+-dependent inactivation inhibitor domain association, primary screening, Förster resonance energy transfer in intact living …. HEK cells, CFP/YFP FRET ICDI-IQ, plate reader, 10 min; percent FRET-ratio fall versus neutral wells. 0.098% of 340,000 active. inhibition, % at 12.3 µM. AID 743397;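 active = mean replicate inhibition of at least 30% and at least 1% of replicates passing that level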;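 also: 0% = median of the neutral control wells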
# CF NFkB block: inhibitors of PAF-induced NF-kB signaling, primary screen, cell-based, GFP fluorescence, uHTS; KKLEB NF-kB-GFP reporter, GFP fluorescence overnight; inhibition, % at 5 µM; 0.86% of 360,000 active; AID 588850, 2011;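 active = at least 50% inhibition at 5 µM, scaled per plate between neutral and stimulator controls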;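 also: PAF is a Pseudomonas aeruginosa culture filtrate used as stimulus; plate controls were PAF-stimulated DMSO wells for no effect and unstimulated DMSO wells for full effect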
# MITF TRPM1 inh: inhibitors of MITF-dependent TRPM1 promoter reporter, primary screen, cell-based, SK-MEL-5, single point, luciferase; 0.83% of 330,000 active; inhibition, % at 12.5 µM; SK-MEL-5 TRPM1 promoter luciferase, 24 h;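 active = mean inhibition across replicates of 60% or more, whatever share of single replicates reaches that level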; also: values of inactives mirror those of a sister screen read the other way
# KKLEB tox: cytotoxicity in KKLEB CF airway cells, primary screen, cytotoxicity control for CF NF-kB inhibitor project, cell-based, uHTS, fluorescence assay plates; KKLEB CF airway cells viability, ATPlite luminescence, overnight; hits give low values; cells stimulated with P. aeruginosa culture filtrate; activity change (cytotoxicity), % at 5 µM; 0.36% of 360,000 active; AID 602141, 2011;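 active = corrected activity change at or below -50% at 5 µM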
# Active calls of the source: *; . = no result given.
entry	mol	PDI turbidity	NR2E3 ag-2	NR2E3 ag-1	CaV13 FRET inh	KKLEB tox	HIF-2a block	Shn3 inh set2	Peg3 promoter	Vif inh	CF NFkB block	MITF TRPM1 inh
1	CN1C(=O)c2ccc(C(=O)Nc3ccccc3O)cc2C1=O	7	4	-27	17	8	-2	9	12	0	-18	13
2	C(=N\N1CCN(C2c3ccccc3-c3ccccc32)CC1)/c1ccncc1	3	2	-17	1	-20	25	9	21	.	11	6
3	C/C(=N\NC(=S)NCCc1ccccc1)c1ccc(Cl)cc1Cl	1	2	-34	-2	-10	-6	-15	32	-6	5	1
4	C/C(=N\NC(=O)c1ccc(-c2ccccc2)cc1)C1C(=O)c2ccccc2C1=O	-3	1	18	-2	-7	6	1	37	-11	29	12
5	CCOc1ccc(NC(=O)CSc2nc3ccccc3c(=O)n2CCCC(=O)NCCCN2CCCC2=O)cc1	0	-1	-36	4	4	0	-15	23	0	-8	0
6	COc1ccccc1N1CCN(C(=O)c2ccc(S(=O)(=O)N3CCCCC3)cc2)CC1	-3	1	2	-5	-4	4	12	22	9	11	-12
7	CCC1(c2ccc(F)cc2)NC(=O)N(CC(=O)N2CCc3ccccc3C2)C1=O (configuration not stated)	4	-2	12	-3	2	3	8	-3	4	-14	-1
8	Cc1ccc(SCCn2nc(C(=O)O)c3ccccc3c2=O)cc1	-1	-2	-35	-1	-6	-2	19	4	-4	10	-17
9	CC(C(=O)Nc1sc2c(c1C(=O)NCc1ccco1)CCCC2)N1C(=O)c2ccccc2C1=O (configuration not stated)	-6	5	7	-4	-6	2	5	6	-13	10	13
10	CCCC(=O)Nc1cccc(-c2nc3cc(C)c(C)cc3o2)c1	-1	-1	-176	.	8	-239	-11	-293	1	-19	-51
11	COc1ccc(NC(=O)NCc2ccccn2)cc1OC	-3	4	-2	-6	0	12	-29	13	3	-1	-3
12	O=C(Nc1cc2c(oc1=O)CCCC2=O)c1ccc(Cl)cc1	0	2	-54	-4	6	-84	-71	-73	10	3	-41
13	Cc1cccc(NC(=O)CSCC(=O)Nc2ccccc2C(=O)NC2CC2)c1	3	-7	-25	-6	8	10	-3	4	16	-16	5
14	O=C(CNC(=O)c1ccc(Br)o1)NCc1ccccc1	0	0	-17	-7	-13	3	-8	1	6	-1	4
15	COc1ccc(NC(=O)c2cc(C3CCCCN3S(=O)(=O)c3ccccc3)on2)c(C)c1 (configuration not stated)	2	.	-4	-10	-4	6	3	-5	4	-2	.

# Three compounds out of the list above, ordered by the value under CaV13 FRET inh, smallest number first.
entry | mol | PDI turbidity | NR2E3 ag-2 | NR2E3 ag-1 | CaV13 FRET inh | HIF-2a block | Shn3 inh set2 | Peg3 promoter | Vif inh | CF NFkB block | MITF TRPM1 inh
11 | COc1ccc(NC(=O)NCc2ccccn2)cc1OC | -3 | 4 | -2 | -6 | 12 | -29 | 13 | 3 | -1 | -3
4 | C/C(=N\NC(=O)c1ccc(-c2ccccc2)cc1)C1C(=O)c2ccccc2C1=O | -3 | 1 | 18 | -2 | 6 | 1 | 37 | -11 | 29 | 12
8 | Cc1ccc(SCCn2nc(C(=O)O)c3ccccc3c2=O)cc1 | -1 | -2 | -35 | -1 | -2 | 19 | 4 | -4 | 10 | -17

# Just MITF TRPM1 inh and KKLEB tox, for four of the compounds above:
entry | smiles | MITF TRPM1 inh | KKLEB tox
4 | C/C(=N\NC(=O)c1ccc(-c2ccccc2)cc1)C1C(=O)c2ccccc2C1=O | 12 | -7
5 | CCOc1ccc(NC(=O)CSc2nc3ccccc3c(=O)n2CCCC(=O)NCCCN2CCCC2=O)cc1 | 0 | 4
6 | COc1ccccc1N1CCN(C(=O)c2ccc(S(=O)(=O)N3CCCCC3)cc2)CC1 | -12 | -4
7 | CCC1(c2ccc(F)cc2)NC(=O)N(CC(=O)N2CCc3ccccc3C2)C1=O (configuration not stated) | -1 | 2

# Single records, as listed above.
# C(=N\N1CCN(C2c3ccccc3-c3ccccc32)CC1)/c1ccncc1 as listed: PDI turbidity = 3; NR2E3 ag-2 = 2; NR2E3 ag-1 = -17; CaV13 FRET inh = 1; KKLEB tox = -20; HIF-2a block = 25; Shn3 inh set2 = 9; Peg3 promoter = 21; Vif inh = .; CF NFkB block = 11; MITF TRPM1 inh = 6
# Cc1cccc(NC(=O)CSCC(=O)Nc2ccccc2C(=O)NC2CC2)c1 as listed: PDI turbidity = 3; NR2E3 ag-2 = -7; NR2E3 ag-1 = -25; CaV13 FRET inh = -6; KKLEB tox = 8; HIF-2a block = 10; Shn3 inh set2 = -3; Peg3 promoter = 4; Vif inh = 16; CF NFkB block = -16; MITF TRPM1 inh = 5

# Carrying on.
entry	mol	PDI turbidity	NR2E3 ag-2	NR2E3 ag-1	CaV13 FRET inh	KKLEB tox	HIF-2a block	Shn3 inh set2	Peg3 promoter	Vif inh	CF NFkB block	MITF TRPM1 inh
16	O=C(NCC1CCCO1)c1cc2c([nH]c3ccccc32)c(-c2cccc(Br)c2)n1 (configuration not stated)	.	3	14	.	-2	-12	27	44	-24	-13	.
17	NC(=S)N/N=C/c1coc2ccc(Br)cc2c1=O	10	6	-27	-15	3	21	.	16	-3	35	-7
18	C/C(=N\NC(=O)c1ccncc1)c1cccc(NC(=O)c2ccc(Cl)s2)c1	-6	.	-2	.	3	-166	-41	-123	-2	-22	-53
19	CCCCc1nc2sc3c(SCC(=O)NCc4ccco4)ncnc3c2c2c1CCC2	4	7	-8	-4	-23	19	71	5	-14	14	17
20	COc1ccc(OC)c(CCNC(=O)CSc2ccsc2[N+](=O)[O-])c1	10	0	-21	-6	6	-6	-2	5	2	2	6
21	Cc1ccc(C(=O)OCC(=O)NC(C)C)cc1S(=O)(=O)N1CCOCC1	8	0	-9	-6	-1	14	3	6	4	-29	0
22	CCOC(=O)C1C2C=CC3(CN(c4ccc(Cl)c(F)c4)C(=O)C13)O2 (configuration not stated)	.	0	-18	-3	23	-2	-3	-10	-4	-23	-8
23	COc1ccc(-c2cc(C(=O)Nc3ccc4c(c3)OCO4)no2)cc1OC	12	0	-43	-7	-1	-19	3	-17	4	-6	-10
24	CC(C)(C)OC(=O)NC(=NCCCc1cn(CC(=O)N2CCN(C(=O)OC(C)(C)C)CC2)nn1)NC(=O)OC(C)(C)C	9	3	-6	-11	9	7	-51	-3	3	-21	-3
25	Nc1ccc(C23CC4CC(CC(CO)(C4)C2)C3)cc1	-5	2	-11	.	-3	-2	-4	-36	.	-7	-2
26	CC1=C(C(=O)N(C(C)C)C(C)C)CC(CC(=O)NC2CCCCC2)C(=O)N1CCC1=CCCCC1 (configuration not stated)	.	.	-24	-4	-16	-5	9	-3	.	-14	.
27	COCCCn1c(=O)/c(=C\c2ccc(OC(F)F)c(OC)c2)s/c1=C(/C#N)C(=O)NCCOC	-5	2	-12	-90	-7	2	1	9	-14	16	-2
28	COCCC1CCCCN1C(=O)c1cc(COc2cccc(C(C)=O)c2)on1 (configuration not stated)	17	5	-12	-6	22	-190	34	-230	0	-18	-24
29	CCC(CC)C(=O)NCCc1cc2c(OC)ccc(OC)c2[nH]c1=O	-11	0	9	.	0	15	-5	-5	-12	16	1
30	COc1cc(/C=C2\SC(=Nc3ccc(N4CCOCC4)cc3)N(C)C2=O)ccc1OC(C)C(=O)O (configuration not stated)	-2	1	-9	-6	1	8	3	15	6	-2	6
31	COc1ccc(NC(=O)CO/N=C2/CCCc3nonc32)c(OC)c1	-9	-6	-8	-7	-11	7	-20	1	12	3	19
32	Cc1ccccc1Nc1nc(N)nc(CSc2nnnn2-c2ccccc2)n1	3	2	11	.	3	-14	-13	5	-3	-10	5
33	Cc1ccc2nc(N3CCN(Cc4ccc(F)cc4)C3=O)c(C)cc2c1	-5	3	-53	-4	10	-148	7	-75	-3	7	-15
34	C=CCCC(=O)Nc1nc(C)c(-c2csc(Nc3ccccc3OC)n2)s1	-3	-1	0	-6	-18	19	1	11	1	40	24
35	O[C@H]1C[C@H](c2ccccc2)N(CC2CCCCC2)C[C@@H]1n1cc(C2CC2)nn1	3	.	3	-6	-10	-50	8	-11	.	3	.
36	O=C1CCC(C(=O)N2CCN(c3cnccn3)CC2)CN1CCc1ccccc1 (configuration not stated)	4	.	-1	-12	-4	9	-15	-4	.	-13	.
37	CC(CCC(C)C(C)(C)C)[C@@H]1CC[C@H]2C3C[C@H](OS(O)(=S)=S)[C@H]4C[C@H](OS(O)(=S)=S)[C@@H](OS(O)(=S)=S)C[C@]4(C)[C@H]3CC[C@]12C (some centres not stated) (tested in a mixture with another compound)	7	.	75*	.	8	1	21	58*	2	30	-21
38	O=C(N/N=C/c1cc2ccccc2[nH]1)c1ccccc1Cl	4	-1	-40	-5	4	-114	6	-41	1	-7	-8
39	COc1ccc(NC(=O)N(C)C[C@H]2Oc3ncc(C#C[C@@H](C)O)cc3C(=O)N([C@H](C)CO)C[C@H]2C)cc1	-14	.	-19	-10	-4	7	-5	4	-1	22	.
40	CCCc1ccc(S(=O)(=O)N(C)S(=O)(=O)c2ccc(F)cc2)cc1	-1	3	-25	-2	-33	6	4	2	5	28	-12
41	COc1ccccc1C(=O)NC(=O)COC(=O)CNC(=O)c1ccc(Cl)c([N+](=O)[O-])c1	6	-1	1	-4	5	15	-3	6	8	-12	-6
42	COc1ccccc1/C=C(/C(=O)NCCCn1ccnc1)c1ccccc1	-3	1	-2	3	2	17	-17	-3	9	5	11
43	COc1ccccc1C1C(C(N)=O)=C(C)Nc2nc(CCCO)nn21 (configuration not stated)	-2	-2	-17	-3	2	13	-3	12	-1	11	1
44	CCN(C(=O)Cn1c(=O)oc2ccccc21)c1cccc(C)c1	3	2	-27	-4	-6	16	-5	11	-4	13	-2
45	COCCCNC(=O)c1ccc2c(=O)n(Cc3ccc(OC)cc3)c(=O)[nH]c2c1	-1	-1	8	5	2	1	8	8	-2	-16	0
46	CC(C)CCn1c(=O)c2ccccc2n2c(CN3C(=O)NC4(CCC(C)CC4)C3=O)nnc12 (configuration not stated)	2	2	-3	-4	0	7	8	9	4	-6	13
